HttQ103 aggreg = inhibitors of mutant huntingtin aggregate formation in PC12 cells | 220,000 tested, 1.1% active | PC12 HttQ103-GFP aggregates, Acumen cytometry, 40 h | Potency, µM (highest dose often 46.1 µM), without a hit: at the top dose activity change, negative = inhibition, actives largely listed as inhibitors; note: potency is the fitted concentration of half-maximal effect; % is set by controls: 0 for no effect and ±100 for the full control effect; nearly all actives have a fitted effect of over 60% in size
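Steps: seed 1500 PC12 HTTQ103-GFP cells/well; add tebufenozide, 100 nM final; add compound titration; add ATPLite reagent; quantify GFP aggregates by laser scanning cytometry.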
LMNA splice mod = modulators of lamin A splicing; HeLa LMNA splicing GFP/RFP minigene ratio, 48 h; Potency, µM (top dose mostly 46.1 µM), without a hit: at the top dose ratio change, negative = inhibition, most hits filed as inhibitors; 200,000 tested, 0.01% active; AID 1487; active = well fitted inhibition curve with a large enough effect in the signal ratio, with a control signal flat, not every such curve was filed as active; inconclusive = small, poorly fitted or top-dose-only effect, or effect the other way, or a change in a side signal; the % refers to the signal ratio; note: potency is the fitted concentration of half-maximal effect; % is set by controls: 0 for no effect and ±100 for the full control effect
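S3 HeLa stable clones carrying a lamin A-EGFP splicing minigene plus DsRed2 were seeded at 600 cells/well in Opti-MEM with 2% FBS, pin-dosed and incubated 48 h at 37°C. Acumen cytometry (488 nm) gave the GFP/RFP total-intensity ratio.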
GAA inhib = blocks human lysosomal alpha-glucosidase. purified human GAA, 4-MU-alpha-glucoside fluorescence. P10253. 200,000 tested, 0.005% active. Potency, µM (series often up to 76.9 µM), for the others: at the highest dose activity change, negative = inhibition, actives largely listed as inhibitors;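 note: potency is the fitted concentration of half-maximal effect; plate controls were uninhibited enzyme wells for no effect and no-enzyme background for full effect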
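Enzyme (4 nM final) mixed with compound (up to 77 uM), then 4-MU-alpha-D-pyranoside (400 uM final) added; 20 min at room temperature, pH 5.0. Reaction stopped at pH 10, fluorescence read, AC50 derived by Hill fit.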
GAA glycogen mod = GAA glycogen-cleavage inhibition or activation; recombinant GAA, glycogen substrate, Amplex Red glucose oxidase fluorescence; Potency, µM (series often up to 76.4 µM), for inactives: top-dose activity change, negative = inhibition, most hits filed as inhibitors; P10253; AID 2100; 300,000 tested, 0.38% active;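 note: potency is the fitted concentration of half-maximal effect; 0% = full enzyme reaction and -100% = no-enzyme basal signal; the screen sought inhibitors and activators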
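Recombinant enzyme (4 nM final) with compounds titrated up to 77 uM and bovine liver glycogen (30 ug) in citrate pH 5.0, 0.01% Tween-20, 37 C 40 min. Released glucose detected by Amplex Red/glucose oxidase (Ex 573/Em 610); AC50 from Hill fits.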
CBFb-RUNX1 inh = CBF-beta/RUNX1 interaction disruption; Q01196+Q13951; AlphaScreen CBFb-His/RUNX1-biotin binding, biochemical; 230,000 tested, under 10 active; Potency, µM (series often up to 59.8 µM), for the others: top-dose activity, negative = inhibition, most hits filed as inhibitors; note: % of control where 0% means no effect
Target sequence (Q01196 whole entry, looked up): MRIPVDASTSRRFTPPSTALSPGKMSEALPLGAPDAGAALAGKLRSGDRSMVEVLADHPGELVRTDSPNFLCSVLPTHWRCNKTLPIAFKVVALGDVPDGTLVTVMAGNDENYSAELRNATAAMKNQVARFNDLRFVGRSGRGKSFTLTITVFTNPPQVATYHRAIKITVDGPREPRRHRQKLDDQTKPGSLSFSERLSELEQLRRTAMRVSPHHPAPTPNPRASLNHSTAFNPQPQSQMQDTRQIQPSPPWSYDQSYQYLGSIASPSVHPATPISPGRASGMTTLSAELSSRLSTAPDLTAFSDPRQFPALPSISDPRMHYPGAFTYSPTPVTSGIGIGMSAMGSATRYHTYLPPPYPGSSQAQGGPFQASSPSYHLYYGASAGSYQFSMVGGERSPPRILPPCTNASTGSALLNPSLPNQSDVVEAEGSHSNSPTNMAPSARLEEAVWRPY
Target sequence (Q13951 whole entry, looked up): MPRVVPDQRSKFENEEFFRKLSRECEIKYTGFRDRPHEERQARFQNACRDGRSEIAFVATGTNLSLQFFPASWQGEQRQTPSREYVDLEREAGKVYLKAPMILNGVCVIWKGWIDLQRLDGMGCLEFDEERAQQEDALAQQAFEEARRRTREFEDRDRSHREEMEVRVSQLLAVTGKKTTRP
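Room-temperature protein-protein interaction test with 30 nM each of His-tagged CBF-beta and biotinylated RUNX1, 15 min with compound, then 90 min with nickel plus streptavidin beads. Signal read in AlphaScreen mode.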
aGlu spleen mod = inhibitors or activators of human alpha-glucosidase in spleen homogenate; P10253; human spleen homogenate, 4-MU-alpha-glucoside fluorescence; Potency, µM (series often up to 79.9 µM), without a hit: at the highest dose activity change, negative = inhibition, actives largely listed as inhibitors; 240,000 tested, 0.006% active; AID 2112;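 note: potency is the fitted concentration of half-maximal effect; 0% = enzyme with vehicle and -100% = no enzyme basal signal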
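Human spleen homogenate (1 ug) with 4-methylumbelliferyl-alpha-D-glucopyranoside (1 mM final) in 50 mM citrate/phosphate pH 5.0, 0.01% Tween-20; 40 min at 37 C. Stopped at pH 10; 4-MU fluorescence Ex 365/Em 440 nm; AC50 by Hill fit.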
HTT cytoprotect = protects HTT-Q103 PC12 cells, measured by ATP | PC12 HTT-Q103 induced, cytoprotection, ATP luminescence, 40 h | AID 1471 | 230,000 tested, 0.14% active | Potency, µM (series often up to 56.4 µM), for the others: cytoprotection (ATP increase), usual class: activators;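 note: potency is the fitted concentration of half-maximal effect; % of control where 0% means no effect; nearly all actives have a fitted effect of over 45% in size; toxic huntingtin expression switched on by the ecdysone agonist tebufenozide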
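Quantitative HTS on tebufenozide-induced (100 nM) PC12 cells expressing HTTQ103 exon 1–GFP; compounds tested as a concentration series; survival measured via cellular ATP.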
The depositor's hits bear a star; ? = inconclusive; nt = no result given; & = joins results of further samples; [ ] = another dose, or the depositor's remark. Unless noted, calls come from the whole dose curve; as a rule, active = well fitted curve in the direction sought with a large enough effect; inconclusive = small, poorly fitted or top-dose-only effect, or another doubt; inactive = no such curve, though single readings can be large; an effect the other way counts as inactive or inconclusive.

SMILES	HttQ103 aggreg	LMNA splice mod	GAA inhib	GAA glycogen mod	CBFb-RUNX1 inh	aGlu spleen mod	HTT cytoprotect
CCCNc1nc2c(c(=O)[nH]c(=O)n2C)n1Cc1ccc(F)cc1	14%	-6%	-4%	-3%	0%	-4%	-17%
Cc1ccc(OCCN(C)C)c([N+](=O)[O-])c1	6%	-7%	-2%	?	1%	1%	14%[10 µM]
Cc1ccc(S(=O)(=O)N(C)C)cc1NC(=O)/C=C/c1cccs1	2%	-12%	-2%	0%	-12%	8%	25%[10 µM]
S=C(NCCCN1CCOCC1)Nc1ccc(N2CCOCC2)cc1	-2%	1%[46 µM]	3%	?	4%	3%	?
CCCCn1c2nc3ccccc3nc2c2c(=N)oc(C)nc21	-4%	-3%	?	-16%	2%	17%	-1%[10 µM]
O=C(CNC(=O)c1ccc(-c2ccccc2)cc1)OCc1ccc(Br)cc1	8%	-11%	3%	8%	2%	-3%	15%[10 µM]
Cc1cccc(OCC(=O)NCc2ccncc2)c1C	-18%	-4%	5%	4%	0%	-14%	-13%[10 µM]
CC(C)OC(=O)/C(=C\c1ccccc1)NC(=O)c1ccccc1	18%	-16%[46 µM]	9%	4%	-5%	-7%	-59%
C=CCn1c(=O)c2c(C)c(C)sc2n2c(Nc3ccc(OC)cc3)nnc12	16%	7%	?	?	0%	-7%	-2%
CCOc1ccc(OCC)c(S(=O)(=O)N2CCC(C)CC2)c1	13%[9.22 µM]	7%	-2%	0%	1%	-3%	8%
CCOC(=O)C(NC(=O)CC(C)C)(Nc1sc2c(c1C(N)=O)CCCC2)C(F)(F)F (stereo not drawn)	?	-6%	-7%	3%	7%	2%	nt
N#Cc1ccc(-c2cccnc2)nc1SCc1ccc(Cl)cc1Cl	-25%	?	5%	-9%	5%	-1%	-23%
Cc1cc(C)n2nnnc2c1C#N	-21%	-9%	7%	6%	7%	5%	10%[10 µM]
COc1ccc(NC(=O)c2cccc(OS(=O)(=O)N(C)C)c2)cc1	-6%	nt	-7%	-8%	2%	-2%	-17%
CCOc1ccccc1CNn1nnnc1N	-2%	-10%	-3%	4%	1%	4%	-13%[10 µM]
CCOc1ccc(NC(=O)c2ccc(C#CC(C)(C)O)cc2)cc1	9%	-9%	1%	6%	8%	11%	0%[10 µM]
COc1ccc2nc(Cl)c(C#N)cc2c1	-2%[9.22 µM]	22%[46 µM]	?	-5%	7%	4%	7%[10 µM]
COc1cccc(-c2noc(-c3cccnc3)n2)c1	7%	18%	-5%	5%	7%	0%	-91%[inhibitor][0.074 µM]
CS(=O)(=O)N1CCN(C(=O)CCC2CCCC2)CC1	3%	-1%	-7%	11%	0%	-5%	21%
CCc1cccc(NC(=O)c2ccc3c(=O)n4c(nc3c2)CCCCC4)c1	3%[9.22 µM]	nt	nt	-9%	6%	-2%	-8%[10 µM]
CCN(CC)c1ccc(NC(=S)NCC2CCCO2)cc1 (stereo not drawn)	-20%	?	-5%	?	-24%	-3%	-16%
O=c1oc2ccc3ccccc3c2cc1-c1nnc(-c2ccccc2)o1	4%	?	?	1%	-3%	0%	-18%[10 µM]
COc1cc(CO)ccc1OCc1nnnn1-c1ccc(C)cc1	2%	?	?	-1%	1%	7%	nt
CC1=C(C(=O)Nc2ccccc2F)C(c2cccs2)C2=C(CCCC2=O)N1 (stereo not drawn)	nt	nt	12%	-3%	8%	-4%	nt
O=C(N/C(=C/c1cccs1)C(=O)N1CCOCC1)c1cccs1	-1%	-2%[46 µM]	11%	21%	2%	-1%	12%
Later entries.
SMILES	HttQ103 aggreg	LMNA splice mod	GAA inhib	GAA glycogen mod	CBFb-RUNX1 inh	aGlu spleen mod	HTT cytoprotect
CCc1c(C)sc(NC(=O)c2cc(C(C)C)on2)c1C#N	-15%	16%[46 µM]	1%	1%	15%	-1%	3%
CCOC(=O)c1cc(Br)c(=O)n2ccccc12	-1%	22%	9%	9%	1%	-4%	28%
COc1ccc2nc(NC(=O)c3ccc(Br)s3)sc2c1	1%	7%	-2%	10%	-4%	8%	-6%[10 µM]
COc1ccc(C(OC(=O)c2ccco2)C(=O)NC(C)(C)C)cc1 (stereo not drawn)	-23%[9.22 µM]	nt	13%	-8%	4%	-1%	-10%[10 µM]
CCOC(=O)Nc1ccc2c(c1)N(C(=O)CN1CCN3CCCC3C1)c1ccccc1CC2 (stereo not drawn)	-14%	-4%	-3%	-1%	2%	-3%	-19%
Cc1ccc(CNC(=O)COC(=O)c2cncc(Br)c2)cc1	19%	6%[46 µM]	4%	5%	11%	5%	-14%
Cc1ccc2c(Cl)cc(Cl)c(OCC(=O)Nc3cccc(S(N)(=O)=O)c3)c2n1	-7%	?	-14%	1%	-4%	9%	6%[0.074 µM]
CCOc1ccc(Cl)cc1CNc1nnnn1C	5%	?	4%	-11%	-2%	-11%	-50%[inhibitor]
O=C(CSc1nnc(COc2ccccc2)o1)NCCc1ccccc1	-15%	3%	-4%	2%	2%	-7%	-14%
N#Cc1c(-c2ccccc2)no[n+]1[O-]	nt	?	nt	nt	9%&1%	7%&1%	-122%[inhibitor]
COc1ccccc1C(=O)Nc1ccc(S(=O)(=O)Nc2cc(C)on2)cc1	7%	3%	6%	0%	5%	-15%	-6%[10 µM]
O=C(Nc1sc2c(c1C(=O)O)CCCCC2)c1cccs1	-25%	?	?	-16%	-7%	3%	-172%[inhibitor]
Cc1cc(C(=O)Nc2ccc(Cl)cc2)c(C)n1-c1ccccc1	-9%[9.22 µM]	nt	-1%	-8%	-3%	7%	-28%[10 µM]
COc1cc(/C=N/N=C2/SCC(=O)N2c2ccc(O)cc2)ccc1O	0%	nt	-4%	?	0%	-4%	-82%[inhibitor]
N#Cc1ccccc1-c1ccc2ncnc(NCCN3CCOCC3)c2c1	nt	-3%	nt	nt	nt	6%	-14%
Fc1ccc(CSc2ncnc3sc4c(c23)CCCC4)cc1	-12%	11%	3%	-1%	9%	-13%	-5%
Cc1ccc(NC(=O)C(=S)NCc2ccco2)cc1	-7%	0%	5%	-22%	-2%	-2%	-8%
O=C(NCCc1ccccc1)C(=O)N/N=C/c1ccccc1C(F)(F)F	18%	-3%	2%	5%	1%	1%	7%
CS(=O)(=O)N1N=C(c2ccc3nccnc3c2)CC1c1ccccc1 (stereo not drawn)	-1%	-3%	-5%	6%	0%	-1%	-11%
COc1ccccc1NC(=O)CNC(=O)c1ccc([N+](=O)[O-])cc1	8%	-8%[46 µM]	-10%	24%	2%	2%	-20%
COc1ccc(-c2cc(C(F)F)n3ncc(C(=O)N4CCN5CCCC5C4)c3n2)cc1 (stereo not drawn)	1%	?	4%	-3%	-13%	-1%	-28%
O=C(Nc1ccccc1)N1CCc2ccccc2C1	-10%	-12%	3%	-1%	20%	7%	-13%[1.9 µM]
COc1ccc2c(C)cc(SCC(=O)Nc3ncc(Cl)cc3Cl)nc2c1	5%	-10%	-4%	3%	2%	9%	19%[10 µM]
COc1ccc(N)cc1S(=O)(=O)Nc1ccccc1Cl	-1%[9.22 µM]	nt	nt	1%	-11%	-1%	11%[10 µM]
CCOC(=O)CSc1nc(C)nc2c1sc1nc(C)c(C(C)=O)c(-c3ccc(OC)cc3)c12	-1%	14%	-5%	-3%	-2%	-1%	3%[10 µM]

Continued (4 carried over from the part before).
SMILES	HttQ103 aggreg	LMNA splice mod	GAA inhib	GAA glycogen mod	CBFb-RUNX1 inh	aGlu spleen mod	HTT cytoprotect
O=C(Nc1ccccc1)N1CCc2ccccc2C1	-10%	-12%	3%	-1%	20%	7%	-13%[1.9 µM]
COc1ccc2c(C)cc(SCC(=O)Nc3ncc(Cl)cc3Cl)nc2c1	5%	-10%	-4%	3%	2%	9%	19%[10 µM]
COc1ccc(N)cc1S(=O)(=O)Nc1ccccc1Cl	-1%[9.22 µM]	nt	nt	1%	-11%	-1%	11%[10 µM]
CCOC(=O)CSc1nc(C)nc2c1sc1nc(C)c(C(C)=O)c(-c3ccc(OC)cc3)c12	-1%	14%	-5%	-3%	-2%	-1%	3%[10 µM]
Cc1nc(-c2ccccc2)sc1C(N)=O	-30%	-5%	-3%	2%	5%	1%	7%
CO[C@]1(C2=NCCN2)COc2ccccc2O1	nt	nt	nt	nt	21%[21.7 µM]	2%	?
O=[N+]([O-])c1ccccc1/C=C/C=N/Nc1ccc(S(=O)(=O)Nc2ccc(Cl)cc2)cc1[N+](=O)[O-]	-14%	nt	-14%	3%	?	-3%	nt
C/C(=N/NC(=O)c1cccs1)c1cccc(N)c1	-4%[9.22 µM]	4%[46 µM]	?	-4%	0%	2%	-4%[10 µM]
COCCn1c(-c2ccc(Cl)cc2)nc2oc3cc(OC)ccc3c(=O)c2c1=O	-10%[9.22 µM]	nt	nt	5%	5%	-3%	-5%[10 µM]
C=CCNC(=O)c1ccc2nc(-c3ccccc3)c(-c3ccccc3)nc2c1	0%	-2%	?	-4%	-7%	-13%	-15%
O=C(O)c1cccc(NC(=O)C2CCCO2)c1 (stereo not drawn)	-1%	21%	0%	-2%	-1%	-6%	-12%
COc1ccc(OC)c(N=C2C(=O)Nc3ccccc32)c1	1%	9%	?	31µM*	-2%	-2%	1%
CC(C(=O)Nc1ccc(S(=O)(=O)N2CCCCC2)cc1)N1CCN(c2ccccn2)CC1 (stereo not drawn)	-2%	nt	-12%	-10%	-1%	1%	2%[10 µM]
COc1ccc(NC(=O)N2CCCC2C(=O)Nc2ccc(C)c(Cl)c2)cc1 (stereo not drawn)	-4%	5%	-9%	4%	-7%	-17%	-5%
C/C(=N\NC(=O)c1ccc2c(c1)OCCO2)c1ccccc1	-4%[9.22 µM]	nt	nt	-14%	6%	4%	-34%[10 µM]
Nn1c(CN2CCCCC2)nc2ccccc2c1=O	-6%	-6%	2%	-1%	13%	-1%	-9%
COc1ccc(C2(C(=O)Nc3ccc(C)cc3)CCOCC2)cc1	-2%[9.22 µM]	nt	nt	-9%	10%	7%	-6%[10 µM]
COc1cc(NC(=O)/C=C/c2ccccc2)c(C(=O)O)cc1OC	17%[9.22 µM]	nt	nt	1%	2%	5%	7%[10 µM]
O=C(Nc1nnc(-c2cccnc2)o1)c1cccc(Cl)c1	-3%	?	-23%	-2%	-22%	nt	3%
COc1cccc(/C=C/C(=O)O)c1C(C)C	nt	nt	nt	nt	3%	5%	-15%

Screening data as filed in PubChem.
